SIAE inh – blocks human sialic acid acetylesterase | AID 1053197 | inhibition, % at 9.66 µM | SIAE FP-Rh probe binding, fluorescence polarization | 0.69% of 370,000 active | Q9HAT2;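 active = inhibition above a cutoff: mean of compounds within the control limits plus 3 SD of those, cut at about 17% in these data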;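 also: 0% = plate median of compound wells and 100% = probe without SIAE protein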
ABHD4 inh – inhibitors of mouse ABHD4 | purified mABHD4, FP-Rh probe fluorescence polarization | inhibition, % at 8.92 µM | Q8VD66 | 0.54% of 370,000 active;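 active = inhibition exceeding the mean over every tested compound plus 3 SD, cut at about 30% in these data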;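 also: 0% = plate median of compound wells and 100% = S159A mutant with DMSO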
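System: mouse ABHD4 enzyme, wild type / Medium: HEPES pH 7.0, NaCl, Pluronic buffer / Reagent: FP-Rh activity-based fluorescent probe / Control set: S159A mutant high control, sample median low control / Detection: fluorescence polarization with parallel and perpendicular emission, 525/598 nm / Schedule: 45 min + 60 min at 25 °C / Compound dosing: 8.92 µM, single dose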
TCR CD3 inh – inhibitors of human TCR-CD3 interaction; TAMRA-labeled TCR probe fluorescence, biochemical; inhibition, % at 9.4 µM; 0.37% of 360,000 active; AID 651800; in the data active = inhibition above about 19%;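 also: recombinant mutant TCR 2C K166C tagged with TAMRA read by polarization; 0% = receptor in buffer alone and 100% = receptor with positive control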
NPR2 activator – GC-B (human) receptor activation. P20594. HEK293-GC-B cells, CNP EC30, cGMP TR-FRET; 0% at EC30 CNP, 100% saturating CNP. activation, % at 10 µM. 0.11% of 370,000 active. AID 1920062;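 active = activation at 10 µM reaching about 35% in either raw or pattern-adjusted values, limit read from the data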
HTRA1 inh – blocks human HTRA1 serine peptidase; AID 504803; 0.5% of 340,000 active; Q92743; recombinant HTRA1, FP-rhodamine activity-based probe, fluorescence polarization; inhibition, % at 5.96 µM; in the data active = inhibition above about 36%;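 also: 0% = enzyme with DMSO and 100% = wells lacking enzyme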
Target sequence (Q92743 whole entry, looked up): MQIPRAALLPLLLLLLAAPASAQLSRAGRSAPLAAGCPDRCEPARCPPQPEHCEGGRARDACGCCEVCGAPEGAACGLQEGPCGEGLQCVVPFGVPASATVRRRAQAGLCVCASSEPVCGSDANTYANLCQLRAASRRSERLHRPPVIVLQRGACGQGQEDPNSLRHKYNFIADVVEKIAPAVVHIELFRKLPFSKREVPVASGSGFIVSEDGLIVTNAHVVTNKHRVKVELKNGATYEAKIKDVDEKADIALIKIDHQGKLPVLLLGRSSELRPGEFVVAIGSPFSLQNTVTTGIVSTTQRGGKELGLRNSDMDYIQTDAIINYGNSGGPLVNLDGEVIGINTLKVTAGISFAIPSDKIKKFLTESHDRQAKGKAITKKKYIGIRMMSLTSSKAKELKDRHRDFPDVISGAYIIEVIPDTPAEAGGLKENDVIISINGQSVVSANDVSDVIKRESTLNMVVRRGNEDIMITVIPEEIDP
PRMT1 FP inh – inhibitors of human PRMT1 | Q99873 | recombinant PRMT1, activity-based probe fluorescence polarization | inhibition, % at 2.79 µM | 1.3% of 370,000 active | AID 652257;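 active = inhibition above about 21% made by adding two undisclosed values, limit read from the data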
Target sequence (Q99873 whole entry, looked up): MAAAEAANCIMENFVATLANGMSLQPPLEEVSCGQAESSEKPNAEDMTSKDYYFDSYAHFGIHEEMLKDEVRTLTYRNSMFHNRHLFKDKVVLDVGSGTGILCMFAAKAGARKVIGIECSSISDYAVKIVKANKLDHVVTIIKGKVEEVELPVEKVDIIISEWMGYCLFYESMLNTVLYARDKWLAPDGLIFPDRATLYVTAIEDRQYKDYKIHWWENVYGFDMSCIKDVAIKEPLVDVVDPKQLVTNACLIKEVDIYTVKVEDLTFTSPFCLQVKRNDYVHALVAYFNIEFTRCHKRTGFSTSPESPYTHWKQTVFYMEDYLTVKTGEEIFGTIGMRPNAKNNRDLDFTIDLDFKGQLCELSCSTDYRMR
rCAG RNA binder – r(CAG) repeat RNA binding; TO-PRO-1 dye displacement fluorescence; inhibition, % at 3 µM; 1.3% of 370,000 active; AID 651821;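 active = inhibition above the plate cutoff, the mean of all test compounds on that plate plus 3 SD, cut at about 35% in these data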;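 also: 0% = DMSO alone and 100% = 100 µM mitoxantrone as full dye displacement; higher means more dye released from RNA so lower well fluorescence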
UHRF1 binding – human UHRF1 methylated DNA binding inhibitors | inhibition, % at 4.4 µM | UHRF1 binding to methylated oligo, TR-FRET | 0.75% of 370,000 active; in the data active = inhibition above about 21%;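 also: UHRF1 SRA domain binding a hemimethylated CpG hairpin DNA probe; 0% = median of test compound wells and 100% = reference inhibitor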
NPR1 activator – GC-A (human) enzyme activation | HEK293 GC-A cells, cGMP TR-FRET, EC30 ANP; 0% at EC30 ANP, 100% saturating ANP | activation, % at 10 µM | 0.14% of 370,000 active | AID 1671463; in the data active = activation above about 40%
MBD2 DNA inh – MBD2-methylated oligo binding inhibition; inhibition, % at 4.4 µM; TR-FRET, MBD2 binding to methylated oligonucleotide; 0.31% of 370,000 active; Q9UBB5; in the data active = inhibition above about 13%
* marks the source's active call; other numbers are inactive results; x = not tested or not shown. This is a subset; rates above refer to the full screens.

compound	SIAE inh	ABHD4 inh	TCR CD3 inh	NPR2 activator	HTRA1 inh	PRMT1 FP inh	rCAG RNA binder	UHRF1 binding	NPR1 activator	MBD2 DNA inh
COC(=O)C[C@H]1c2cc(F)ccc2S(=O)(=O)N1c1ccccc1	2	0	5	4	-4	-5	-1	-1	2	0
N#CCOC(=O)C1CSC2(c3ccc(Br)cc3)CCC(=O)N12 (stereo not given)	4	1	-2	3	0	6	1	0	1	-1
Cn1cc(-c2ccccc2C(=O)O)c(=O)c2ccccc21	2	3	-5	1	1	2	2	1	7	-2
O=S1(=O)N[C@@H](CC2CCCCC2)COc2cc(Br)ccc21	-6	-8	17	3	-2	-6	6	-2	-1	-5
CCn1c2ccccc2c2cc(NC(=O)CSc3nccc(=O)[nH]3)ccc21	12	15	2	2	9	5	44*	4	2	10
Cn1cc(CN2CCC(C(=O)N3CCCCC3)CC2)c(-c2ccccc2F)n1	7	3	-4	5	-3	1	-4	16	-1	12
CCN(CC)C(=S)Nc1ccc(C(=O)OC)cc1	12	0	3	0	1	-6	-6	-1	1	2
O=C(NCc1c[nH]c2ccccc12)c1ccccc1	-1	2	-14	-2	-1	1	-4	6	9	2
COc1ccc(NC(=O)c2ccccc2SC)c(OC)c1	-4	2	-4	2	2	0	-3	3	1	2
CC(=O)Nc1ccc(NC(=O)CSc2ccc3nnc(CCNS(=O)(=O)c4ccc(C)cc4)n3n2)cc1	0	0	1	-3	2	-5	5	2	-2	-1
CCN1CCCC1CNC(=O)C(=O)Nc1ccccc1OC (stereo not given)	2	1	2	-1	1	-2	-4	-3	1	1
Cc1cc(C)n2nc(SCC(=O)N3CCN(c4ccccc4)CC3)nc2n1	-1	4	-1	6	3	-2	-1	0	-2	0
Cn1cc([N+](=O)[O-])c(C(=O)Nc2ccc(C(=O)N3CCCCC3)cc2)n1	7	2	-5	0	7	0	-2	4	2	0
N#CC(C(=O)NC1CCCCC1)c1nc2ccccc2nc1N1CCN(c2ccccc2F)CC1 (stereo not given)	-2	1	2	1	3	1	4	-1	-6	2
NC(=O)c1c(NC(=O)CN2CCCC2)sc2c1CCCC2	0	-12	-4	-2	0	4	-3	-2	0	0
CCOc1cccc(/C=C/c2ccc3cccc(O)c3n2)c1OC	-1	0	3	-3	7	0	3	-2	3	-1
CC(C(=O)Nc1ccc2c(c1)OCCO2)N(C)CC(=O)Nc1ccccc1Br (stereo not given)	2	2	-4	0	5	0	-5	-2	0	4
COc1cccc(/C=N/NC(=O)CSc2ccccc2C)c1O	13	6	-10	2	4	-2	2	-1	4	7
CCOC(=O)C1=CCN(S(=O)(=O)c2ccc(C)cc2)C1c1ccccc1 (stereo not given)	1	-4	3	2	x	-1	0	-2	-4	-9
COc1ccc(CNC(=O)C2CCCN(S(=O)(=O)c3c(C)nn(C)c3C)C2)cc1 (stereo not given)	-1	-8	2	-3	-4	-5	-2	0	-1	0
COc1ccc(C(=O)OCCN2CCCCC2)cc1	2	3	3	2	1	-1	-1	-2	2	1
COc1ccccc1NC(=O)NNC(=O)c1ccc2ccccc2c1	4	6	-4	1	-4	5	3	2	2	-2
CCN1C(=O)N[C@@H](c2cccc(C(F)(F)F)c2)[C@H](C(=O)OC)[C@H]1C	2	-4	-3	-1	-9	2	-2	0	2	0
O=C(NN1C(=O)C2C3c4ccccc4C(c4ccccc43)[C@@H]2C1=O)c1ccccc1 (stereo not given in full)	3	5	0	3	-2	-5	0	-1	1	-2
Cc1ccccc1-c1nc(CS(=O)(=O)CC(=O)NC2CCCC2)c(C)o1	8	-7	-10	2	3	-2	-7	-1	-4	7

14 structures already listed, arranged by heavy-atom count, low to high:
compound	SIAE inh	ABHD4 inh	TCR CD3 inh	NPR2 activator	HTRA1 inh	PRMT1 FP inh	rCAG RNA binder	UHRF1 binding	NPR1 activator	MBD2 DNA inh
CCN(CC)C(=S)Nc1ccc(C(=O)OC)cc1	12	0	3	0	1	-6	-6	-1	1	2
O=C(NCc1c[nH]c2ccccc12)c1ccccc1	-1	2	-14	-2	-1	1	-4	6	9	2
Cn1cc(-c2ccccc2C(=O)O)c(=O)c2ccccc21	2	3	-5	1	1	2	2	1	7	-2
N#CCOC(=O)C1CSC2(c3ccc(Br)cc3)CCC(=O)N12 (stereo not given)	4	1	-2	3	0	6	1	0	1	-1
COc1cccc(/C=N/NC(=O)CSc2ccccc2C)c1O	13	6	-10	2	4	-2	2	-1	4	7
CCOc1cccc(/C=C/c2ccc3cccc(O)c3n2)c1OC	-1	0	3	-3	7	0	3	-2	3	-1
COc1ccccc1NC(=O)NNC(=O)c1ccc2ccccc2c1	4	6	-4	1	-4	5	3	2	2	-2
CCOC(=O)C1=CCN(S(=O)(=O)c2ccc(C)cc2)C1c1ccccc1 (stereo not given)	1	-4	3	2	x	-1	0	-2	-4	-9
CCn1c2ccccc2c2cc(NC(=O)CSc3nccc(=O)[nH]3)ccc21	12	15	2	2	9	5	44*	4	2	10
Cn1cc(CN2CCC(C(=O)N3CCCCC3)CC2)c(-c2ccccc2F)n1	7	3	-4	5	-3	1	-4	16	-1	12
COc1ccc(CNC(=O)C2CCCN(S(=O)(=O)c3c(C)nn(C)c3C)C2)cc1 (stereo not given)	-1	-8	2	-3	-4	-5	-2	0	-1	0
O=C(NN1C(=O)C2C3c4ccccc4C(c4ccccc43)[C@@H]2C1=O)c1ccccc1 (stereo not given in full)	3	5	0	3	-2	-5	0	-1	1	-2
N#CC(C(=O)NC1CCCCC1)c1nc2ccccc2nc1N1CCN(c2ccccc2F)CC1 (stereo not given)	-2	1	2	1	3	1	4	-1	-6	2
CC(=O)Nc1ccc(NC(=O)CSc2ccc3nnc(CCNS(=O)(=O)c4ccc(C)cc4)n3n2)cc1	0	0	1	-3	2	-5	5	2	-2	-1

The results go on:
compound	SIAE inh	ABHD4 inh	TCR CD3 inh	NPR2 activator	HTRA1 inh	PRMT1 FP inh	rCAG RNA binder	UHRF1 binding	NPR1 activator	MBD2 DNA inh
O=C(O)C1CCCN1C(=O)OCc1ccccc1 (stereo not given)	6	-1	5	5	-2	0	-1	-1	4	-2
O=C(CSc1nccc(=O)[nH]1)Nc1ccc(F)c([N+](=O)[O-])c1	-4	9	-1	-3	4	2	6	0	0	7
COc1cc(CC(=O)Nc2ccc(S(=O)(=O)Nc3ncccn3)cc2)cc(OC)c1OC	-4	3	-5	0	3	-2	7	-1	-1	-1
O=C(CN(Cc1ccccc1)C(=O)CCC(=O)Nc1ccccn1)NCc1ccco1	-5	-1	-6	7	7	3	-8	1	-2	2
CCCCCCCNC(=O)C1(CC2CC(c3ccccc3)=NO2)CCNCC1 (stereo not given)	-6	6	6	-2	-9	1	1	3	-5	4
O=C(CCNS(=O)(=O)c1ccc(Br)s1)NCc1ccccc1	0	-2	-1	0	-5	0	-3	0	0	0
COC(=O)c1c(N=CN(C)C)c(C#N)c2n1CCCC2	2	-2	0	0	-1	-3	-1	-3	3	2
O=C(Nn1c(-c2ccc(Br)cc2)nc2ccccc2c1=O)c1cccnc1	1	4	6	-3	-3	0	2	0	1	0
COc1ccc(C(=O)N2CCOCC2c2cc(C(=O)NCc3ccccc3)no2)cc1 (stereo not given)	-1	1	-8	0	x	2	-1	2	0	0
Cc1ccc(OCC(=O)Nc2ccc(-c3nc4ncccc4o3)cc2)cc1	0	4	0	-7	1	2	0	1	3	5
O=C(/C=C/c1ccc(Br)cc1)c1ccco1	3	-5	3	-26	-10	5	1	-3	-33	-7
Cc1ccc(CS(=O)(=O)c2cn(CC(=O)N3CCOCC3)c3ccccc23)cc1	-7	3	1	3	-2	1	-1	-1	2	-2
C=C(C)CNC(=S)NNC(=O)c1ccncc1	8	8	0	4	10	3	-1	0	4	4
O=C(C(=O)N(C1CCCCC1)C1CCCCC1)c1ccccc1	-3	2	0	-4	x	5	1	0	-6	-2
CCc1nnc(NC(=O)C2CCCN(S(=O)(=O)c3ccc(OC)cc3)C2)s1 (stereo not given)	0	-1	5	-12	6	1	-3	3	-5	2
COc1ccc(NC(=S)NCc2ccccn2)cc1OC	3	-6	-1	6	-11	-5	-2	-3	3	2
COc1cc(OC)cc(C(=O)N2CCN(c3ccccn3)CC2)c1	7	0	7	0	1	-3	-7	0	1	-4
CCCCn1c(N)c(Sc2ccc([N+](=O)[O-])cc2)c(=O)[nH]c1=O	5	2	-2	-4	0	-2	4	-7	0	0
O=C(CN1CCN(c2ccc(Cl)cc2[N+](=O)[O-])CC1)N1CCOCC1	-1	5	4	3	10	-7	-4	-7	4	-4
CCC(=O)N1CCN(c2ccc(NC(=O)c3ccc([N+](=O)[O-])o3)cc2)CC1	-2	-3	5	-4	3	-5	-3	-4	-4	-5
COc1ccc2c(c1)[C@@]1(NCCc3c1[nH]c1ccc(OC)cc31)C(=O)N2C	1	0	x	2	x	-7	1	-1	-1	-2
Cc1nn(C)c(C(=O)NCc2ccc(Cl)cc2)c1Cl	-1	2	-2	1	-3	-1	-5	-1	6	0
COC(=O)c1ccc(C(=O)OC)c(NC(=S)N2CC(C)CC(C)C2)c1 (stereo not given)	-6	3	-1	3	-1	1	-4	2	2	6
CC(=O)N=C1SC2CS(=O)(=O)CC2N1c1c(Cl)cccc1Cl (stereo not given)	1	3	-4	-3	1	1	-3	24*	-2	-2
O=C(CN1C(=O)c2ccccc2C1=O)NN1C(=O)c2ccccc2C1=O	4	-9	6	-1	4	-1	0	-3	1	2

By substructure: the compounds so far containing a COOH group
compound	SIAE inh	ABHD4 inh	TCR CD3 inh	NPR2 activator	HTRA1 inh	PRMT1 FP inh	rCAG RNA binder	UHRF1 binding	NPR1 activator	MBD2 DNA inh
Cn1cc(-c2ccccc2C(=O)O)c(=O)c2ccccc21	2	3	-5	1	1	2	2	1	7	-2
O=C(O)C1CCCN1C(=O)OCc1ccccc1 (stereo not given)	6	-1	5	5	-2	0	-1	-1	4	-2

Following part
compound	SIAE inh	ABHD4 inh	TCR CD3 inh	NPR2 activator	HTRA1 inh	PRMT1 FP inh	rCAG RNA binder	UHRF1 binding	NPR1 activator	MBD2 DNA inh
COc1cc(NS(=O)(=O)c2ccc(NC(=O)c3ccco3)cc2)nc(OC)n1	-1	-2	-5	0	-2	3	2	2	0	0
Cc1noc(N)c1C(=O)Nc1ccccc1F	-6	0	-2	2	-1	-2	4	0	-1	0
COC(=O)c1sc2nc(N3CCCCC3)c3c(c2c1N)CCCC3	-2	-3	1	-11	0	3	1	-6	-5	-3
Cc1cc(C)cc(-c2c(C(=O)c3ccc(Br)cc3)[nH]c(N)c2C(=O)NCc2ccc(Cl)cc2)c1	1	16	x	-25	x	3	x	0	-18	3
Cc1ccccc1C(=O)Nc1nc2n(n1)C(c1ccccc1)CC(=O)N2 (stereo not given)	-2	3	8	2	2	0	-1	1	0	2
CC(=O)Nc1ccc(-c2ccc(NC(C)=O)cc2)cc1	-6	-1	-1	-14	2	3	2	0	-3	3
CN(C)CCCNC(=O)CCc1ncc(C(F)(F)F)cc1Cl	-2	2	-2	3	2	-1	0	0	0	2
COc1ccc2c(C)c(Cc3ccccc3)c(=O)oc2c1OC	4	-1	-1	12	-13	4	-5	0	14	1
COc1ccc(CCn2c(-c3ccccc3)nc3c(c(=O)c4ccccc4n3C)c2=O)cc1	-1	3	2	-7	x	2	0	3	-6	3

Compound activity (PubChem)
